bCat KO growth: beta-catenin-lacking colon tumor cell growth suppression | HCT116 beta-catenin knockout viability, CellTiter-Glo, 60 h; active compounds read low | viability, % at 10 µM | hit rate 1.5% among 140,000 | AID 818;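 active means viability at or under a set limit, the compound median less 4 SD, cut at about 6% in these data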;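 further: 0% = Hyamine 1622 control at 20 µM and 100% = untreated cell control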
Yeast lifespan up: yeast lifespan extension; S. cerevisiae growth with nicotinamide, OD615; deaD strain in restrictive glucose medium; inhibition of the nicotinamide effect, % at 10 µM; hit rate 0.68% among 130,000; AID 775;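 active means inhibition above a set limit, placed 3 SD over the median of all compounds, cut at about 26% in these data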;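 further: 0% = nicotinamide-treated wells and 100% = cells grown without nicotinamide; some compounds called inactive have numbers as strong as hits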
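Material: Modified budding yeast, DeaD strain | Medium: Restrictive glucose medium | Probe or stimulus: 1.5 mM nicotinamide | Dosing: Single dose 10 µM compound, 0.25% DMSO | Times: 48 h at 30 °C | Technique: OD615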
MRP-1 activ: activates MRP-1. H69AR cells + doxorubicin, viability rescue, CellTiter-Glo. viability increase, % at 10 µM. hit rate 0.61% among 140,000;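 active means viability gain under doxorubicin at or above a set limit, the compound median plus 3 SD, cut at about 4.7% in these data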;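 further: MRP-1 overexpressing cells given doxorubicin 25 µM after compound pretreatment; 18-22 h compound pretreatment then 72 h with doxorubicin before readout; 0% = doxorubicin-only wells and 100% = vehicle-treated cells without doxorubicin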
Phagocytosis inh: macrophage phagocytosis inhibition; AID 1029; J774A.1 macrophage IgG-bead phagocytosis, imaging; hit rate 0.07% among 110,000; inhibition, % at 5 µM;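 active means inhibition above the mean of the plate negative controls plus 5 SD, cut at about 13% in these data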;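 further: phagocytic index as fraction of beads internalized from green versus red external bead signal; plate controls were DMSO negative control for no effect and cytochalasin-D positive control for full effect; some results beyond the cut were filed as inactive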
PTEN del growth: growth suppressors of cells with PTEN tumor suppressor deletion. HCT116 PTEN-null viability, CellTiter-Glo, 60 h; active compounds read low. viability, % at 10 µM. hit rate 1.2% among 140,000;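 active means viability at or below a set limit, 4 SD under the median of all tested compounds, cut at about 3.7% in these data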;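 further: PTEN knockout HCT116 line with beta catenin targeted HCT116 as companion control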
E-sel TNF inh: blocks E-selectin expression induced by TNF alpha. hit rate 0.71% among 120,000. HUVEC TNFa-induced E-selectin immunofluorescence, high content. inhibition, % at 2 µM;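 active means inhibition above the batch mean plus 3 SD, and confirmed as a hit on visual image review, cut at about 43% in these data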;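 further: 0% = TNF-stimulated DMSO wells and 100% = unstimulated control wells; not every result past the cut was called active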
Measles CPE: protection of cells from measles virus; hit rate 1.5% among 140,000; AID 841; Measles virus-infected cells, CPE protection, absorbance; protection (pct of control), % at 4 µM; in the data active means protection mostly above about 24%, no sharp cut-off; inactive means mostly below about 26%; further: some compounds called inactive have numbers as strong as hits
NPY Y2 blocker: NPY-Y2 (human) receptor antagonism; P49146; NPY-Y2 expressing cells, antagonist mode; inhibition, % at 2.7 µM; hit rate 0.99% among 140,000; in the data active means inhibition above about 17%;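 further: 0% = vehicle with agonist challenge and 100% = reference antagonist with challenge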
Target sequence (P49146 whole entry, looked up): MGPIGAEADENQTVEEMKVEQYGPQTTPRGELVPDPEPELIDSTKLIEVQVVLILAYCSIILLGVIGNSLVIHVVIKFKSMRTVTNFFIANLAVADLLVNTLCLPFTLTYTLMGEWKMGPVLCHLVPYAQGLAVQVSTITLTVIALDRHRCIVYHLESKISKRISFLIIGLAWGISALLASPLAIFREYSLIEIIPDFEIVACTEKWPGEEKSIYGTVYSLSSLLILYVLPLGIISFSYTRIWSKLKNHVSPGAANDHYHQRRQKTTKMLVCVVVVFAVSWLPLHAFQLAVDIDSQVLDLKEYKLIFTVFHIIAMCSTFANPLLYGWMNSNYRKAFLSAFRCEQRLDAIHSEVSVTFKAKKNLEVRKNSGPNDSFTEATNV
GALR2 blocker: blocks the human galanin receptor 2 | AID 828 | inhibition, % at 4 µM | O43603 | GALR2-expressing cells, antagonist mode | hit rate 0.39% among 140,000; in the data active means inhibition above about 27%;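 further: cells stimulated with galanin 1-16 at roughly its EC80; 0% = agonist challenge control and 100% = basal control without agonist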
Target sequence (O43603 whole entry, looked up): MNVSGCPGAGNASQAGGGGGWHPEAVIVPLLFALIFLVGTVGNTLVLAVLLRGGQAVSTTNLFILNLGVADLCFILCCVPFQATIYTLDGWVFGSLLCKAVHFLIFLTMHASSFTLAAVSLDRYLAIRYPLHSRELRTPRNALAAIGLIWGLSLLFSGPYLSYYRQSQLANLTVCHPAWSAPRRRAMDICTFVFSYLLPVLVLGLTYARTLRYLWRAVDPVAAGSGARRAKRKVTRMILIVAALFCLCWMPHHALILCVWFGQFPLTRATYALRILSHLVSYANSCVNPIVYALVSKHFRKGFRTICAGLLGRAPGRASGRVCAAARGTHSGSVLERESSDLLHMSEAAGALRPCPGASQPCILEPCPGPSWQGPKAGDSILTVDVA
BB579 growth dn: chemicals that inhibit yeast BB579 growth in restrictive medium (lifespan-shortening candidates); hit rate 0.51% among 140,000; inhibition, % at 10 µM; AID 804; S. cerevisiae BB579 growth, OD615, 48 h;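 active means inhibition above a set limit, 3 SD over the mean compound inhibition, cut at about 44% in these data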; further: inactives centre near -24
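controls = amphotericin B 10 µg/mL, positive | assay system = DeaD yeast strain BB579 | schedule = 48 h compound exposure at 30 °C after 4 h preincubation | detection = OD615 turbidity measurement | medium = restrictive CSMM-D medium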
The depositor's hits bear a star; nt = no result given. No enrichment for hits; 6.3% or so of the library scored in one or more.

Sequence of screens: Measles CPE, PTEN del growth, Phagocytosis inh, BB579 growth dn, GALR2 blocker, Yeast lifespan up, bCat KO growth, MRP-1 activ, NPY Y2 blocker, E-sel TNF inh
- Cc1cc(C)nc(SCC(=O)N/N=C\c2sccc2C)n1
→ 4, 99, nt, -34, -12, -11, 112, 1.7, 4, -51
- CC1CCCCC1NC(=O)C1CCN(C(=O)NC2CCCCC2)CC1 (centres undefined)
→ 2, 95, 1, -2, -4, -2, 85, -0.6, -1, -4
- O=C(CNCCN1CCOCC1)Nc1ccccc1Sc1ccccc1
→ 2, 94, nt, 2, -4, 0, 90, -1.7, -1, nt
- OC1CCCN(Cc2ccccc2)C1 (centres undefined)
→ 11, 102, 2, -37, 6, 8, 100, -0.2, 6, -7
- CSc1nc2ccccc2c(=O)n1N
→ 8, 93, 0, -29, -7, -24, 94, -2.6, 2, -26
- Cc1onc(C(=O)N2CCC(C(N)=O)CC2)c1-c1ccccc1Cl
→ 3, 96, -1, 12, -17, -2, 96, -1.5, 0, 4
- CN(C)c1ccc(-c2nn3c(-c4ccc(Cl)cc4Cl)nnc3s2)cc1
→ 0, 35, -5, -27, -1, -10, 34, -3.6, 6, -27
- Cc1cc(C(=O)NNC(=S)NCC(C)C)no1
→ nt, 95, -3, -43, -2, -14, 88, 0.6, -1, 0
- CC(=O)Nc1c(Cl)cc([N+](=O)[O-])c2ccccc12
→ 7, 102, nt, -24, 10, 3, 105, -1.4, 6, nt
- O=C(CCCOc1ccccc1)NC1CCCc2ccccc21 (centres undefined)
→ 8, 98, 1, -20, 2, 3, 93, -1.5, 8, nt
- CCOC(=O)CSc1nc2c(c(-c3ccc(C)o3)c1C#N)CCCC2
→ 23, 81, 9, -9, -1, -9, 87, -0.7, 3, -16
- Cc1ccc(C(=O)N[C@H](C(=O)OCc2cc(=O)oc3cc(C)ccc23)C(C)C)cc1
→ 27, 86, nt, -12, 3, 7, 91, 1.7, 8, -37
- Cc1cc(C)c(S(=O)(=O)c2ccccc2)c(OC(=O)c2c(F)cccc2Cl)n1
→ 39*, 95, 2, -21, -5, -12, 95, -0.4, 0, -4
- Cc1cccc(N2C(=O)CC(SC(=Nc3ccccc3)Nc3ccccc3)C2=O)c1 (centres undefined)
→ 4, 64, 0, -2, 7, -15, 85, -0.3, -4, -1
- Cc1ccc(C(=O)NCCCn2ccnc2)o1
→ 3, 115, -1, -17, 7, -9, 98, -0.9, 0, 24
- O=C(C1CCN(S(=O)(=O)c2cnc[nH]2)CC1)N1CCc2ccccc2C1
→ 13, 90, -2, 1, -3, -2, 95, -2.6, 0, -13
- CCOc1ccc(-c2noc(-c3cccnc3)n2)cc1OC
→ 2, 99, 0, -35, 0, -16, 105, -0.7, 3, 34
- NC(=O)/C(=C/c1ccco1)NC(=O)/C=C/c1ccccc1
→ 12, 96, 0, -10, 5, -16, 93, -3.5, 11, -7
- CCCNS(=O)(=O)c1cccc2cccnc12
→ 8, 92, 0, -4, nt, -7, 95, -1.9, nt, nt
- CCOC(=O)c1sc(=S)n(C)c1C
→ 9, 103, 1, -77, -8, -7, 90, 0.5, 2, -17
- O=[N+]([O-])c1cc2c(c(CSc3nnc(Nc4ccccc4)s3)c1)OCOC2
→ 5, 91, 0, 1, -4, -5, 85, -1.0, 0, 0
- O=C(CN1CCN(Cc2ccccc2)CC1)NC(=O)NC1CCCCC1
→ 34, 94, -1, -20, -8, -7, 111, -0.6, 3, 12
- O=C(COC(=O)CCC1CCCC1)Nc1ccc(Cl)cc1F
→ 3, 91, -2, -21, -10, 3, 88, 0.1, 2, 36
- CCC(C)N1CC(O)=C(c2nc3ccccc3[nH]2)C1=N (centres undefined)
→ 10, 75, -1, -14, 2, -2, 78, -0.1, 2, nt
- CCn1c(N)c(C(=O)NCc2ccco2)sc1=S
→ 6, 83, -3, -13, 4, -17, 93, -1.5, 2, -13
- CCC(=O)c1ccc(OCCN2CCOCC2)cc1
→ 7, 96, -1, -27, -4, 3, 88, -1.9, 3, -39
- Cc1cccc(N2CCCn3c2nc2c3c(=O)n(CCN3CCOCC3)c(=O)n2C)c1
→ 3, 86, 0, -91, -9, -4, 93, 1.5, 0, -13
- Cc1ccc(-c2nc(NCc3cccnc3)c3ccccc3n2)cc1
→ 4, 72, -9, -10, 0, -8, 82, -3.3, 2, nt
- CS(=O)(=O)N(CC(=O)Nc1ccccc1C(=O)N1CCOCC1)c1ccc2c(c1)OCO2
→ 2, 91, 3, 31, -8, -10, 107, -0.3, 1, -1
- CC(C)CCNC(=O)C(c1ccncc1)N(Cc1cccs1)C(=O)Cn1nnc(-c2ccc(F)cc2)n1 (centres undefined)
→ 2, 64, nt, -21, 5, nt, 67, -3.8, 4, -16
- COc1ccc(OCCCC(=O)Nc2nncs2)cc1
→ 15, 104, nt, -9, -7, -7, 92, -2.1, 1, -13
- N/C(Cc1ccc(Cl)cc1)=N\OC(=O)C1CCCCC1
→ 4, 101, 0, 100*, -5, -13, 95, -0.7, 2, 16
- Cc1cc2cc(CNC(=O)NC3CCCCC3)ccc2n1C
→ 16, 82, 1, -53, -10, -8, 81, -4.3, 2, -1
- O=[N+]([O-])c1ccc(OCC(O)CN2CCN(c3ccccc3F)CC2)cc1 (centres undefined)
→ 14, 71, -13, -36, -12, 3, 74, -0.6, 5, -9
- CCOC(=O)CSc1nc2cc(C)cc(C)c2cc1C#N
→ 2, 89, -2, -35, -4, 3, 92, -1.5, 0, nt
- NS(=O)(=O)c1ccc(CCNC(=O)CCC2COc3ccccc3O2)cc1 (centres undefined)
→ 19, 88, nt, 8, 6, -3, 94, -1.2, 4, -9
- CCCOc1ccc(/C=N/O)cc1
→ 10, 93, nt, -18, 5, -12, 100, -4.2, 1, -5
- CCOC(=O)N1CCN(C(=O)CN(C2CCCCC2)S(=O)(=O)c2ccc(C)cc2)CC1
→ 10, 89, -5, -40, 5, -5, 93, -1.5, 0, 6
- O=C(O)c1ccc(NC(CSCc2ccccc2F)C(=O)O)c([N+](=O)[O-])c1 (centres undefined)
→ 5, 94, 1, -15, 4, 4, 90, 0.0, 3, -4
- Cc1cc(SCC(=O)c2ccc3c(c2)OCO3)nc2ccccc12
→ 31*, 92, 1, -3, -19, -7, 100, -0.1, 9, 5
- COC(=O)COc1ccc(S(=O)(=O)NCc2ccco2)cc1
→ 10, 92, 0, -18, 11, 2, 92, -2.6, -1, 5
- C[n+]1c2n(c3ccccc31)N=C(c1ccc(Cl)cc1)CS2
→ 24, 20, 0, -39, 12, 6, 12, -3.8, -1, 23
- Cc1ccnc(SCc2cc(=O)c(OC(=O)c3ccc(Cl)c([N+](=O)[O-])c3)co2)n1
→ 9, 102, 2, 6, 3, 25, 101, -1.5, 3, nt
- N/C(=N\O)c1ccc(NC(=O)c2cccs2)cc1
→ 15, 91, 0, -47, 3, -9, 84, -3.9, 4, -31
- O=C(c1ccco1)N1CCN(c2nc3ccccc3n3nnnc23)CC1
→ 10, 84, -1, -43, 9, -9, 86, -2.5, 4, -53
- Nc1nc2n(n1)C(c1cccs1)CC(c1ccc(F)cc1)N2 (centres undefined)
→ 20, 101, 0, -21, 3, nt, 101, 0.7, 2, 13
- C/C(=N/NC(=O)CNC(=O)Cc1ccccc1)c1ccco1
→ 14, 106, -5, -44, -3, 2, 96, 0.5, 2, nt
- Cc1cc[n+]2c3c(cccc13)CCC2
→ 9, 103, 0, -41, -8, -8, 94, -0.6, 0, 4
- O=C(CN1C(=O)COc2ccccc21)N(CCCN1CCOCC1)CC1CC=CCC1 (centres undefined)
→ 45, 97, 2, -62, 9, 1, 101, -1.1, -2, 22
- c1ccc2[nH]c(N3CCOCC3)nc2c1
→ 3, 101, 0, -16, 8, -1, 92, 1.4, 1, -23
- COc1ccc(C)cc1S(=O)(=O)N1CCC(C(=O)N2CCN(C)CC2)CC1
→ 7, 92, 1, -13, 5, 0, 92, -1.6, 2, nt
- COc1cc(NC(=O)COC(=O)/C=C/c2c(C)nn(C3CCS(=O)(=O)C3)c2Cl)cc(OC)c1OC (centres undefined)
→ 5, 90, nt, -33, -3, -7, 78, -0.7, 0, -19
- Clc1ccc(SCCCCN2CCOCC2)cc1
→ 8, 100, -5, 8, -1, -4, 96, -1.3, 4, nt
- COC(=O)c1ccc(OC)c(-c2c(OC)cc(OC)cc2OC)c1
→ 18, 104, -2, -53, 11, 4, 87, -1.3, 0, 1
- O=C(CSc1nn(-c2ccc(F)cc2)c(=S)s1)NC(=O)NCc1ccco1
→ 17, 87, -2, -4, 3, nt, 93, -1.5, 3, 36
- COc1ccc2c(=O)c(C(=O)O)c(-c3ccc4c(c3)OCO4)n(C)c2c1
→ 6, 104, -3, -5, -4, 10, 99, 3.2, 1, nt
- Cc1csc(NC(=O)c2ccc(C)c([N+](=O)[O-])c2)n1
→ 21, 81, nt, -16, 4, -6, 73, -1.6, -2, nt

Not a retest: an excerpt of the list.
Sequence of screens: Measles CPE, PTEN del growth, Phagocytosis inh, BB579 growth dn, GALR2 blocker, Yeast lifespan up, bCat KO growth, MRP-1 activ, NPY Y2 blocker, E-sel TNF inh
- COC(=O)COc1ccc(S(=O)(=O)NCc2ccco2)cc1
→ 10, 92, 0, -18, 11, 2, 92, -2.6, -1, 5
- C[n+]1c2n(c3ccccc31)N=C(c1ccc(Cl)cc1)CS2
→ 24, 20, 0, -39, 12, 6, 12, -3.8, -1, 23
- Cc1ccnc(SCc2cc(=O)c(OC(=O)c3ccc(Cl)c([N+](=O)[O-])c3)co2)n1
→ 9, 102, 2, 6, 3, 25, 101, -1.5, 3, nt
- N/C(=N\O)c1ccc(NC(=O)c2cccs2)cc1
→ 15, 91, 0, -47, 3, -9, 84, -3.9, 4, -31
- O=C(c1ccco1)N1CCN(c2nc3ccccc3n3nnnc23)CC1
→ 10, 84, -1, -43, 9, -9, 86, -2.5, 4, -53
- Nc1nc2n(n1)C(c1cccs1)CC(c1ccc(F)cc1)N2 (centres undefined)
→ 20, 101, 0, -21, 3, nt, 101, 0.7, 2, 13
- C/C(=N/NC(=O)CNC(=O)Cc1ccccc1)c1ccco1
→ 14, 106, -5, -44, -3, 2, 96, 0.5, 2, nt
- Cc1cc[n+]2c3c(cccc13)CCC2
→ 9, 103, 0, -41, -8, -8, 94, -0.6, 0, 4
- O=C(CN1C(=O)COc2ccccc21)N(CCCN1CCOCC1)CC1CC=CCC1 (centres undefined)
→ 45, 97, 2, -62, 9, 1, 101, -1.1, -2, 22
- c1ccc2[nH]c(N3CCOCC3)nc2c1
→ 3, 101, 0, -16, 8, -1, 92, 1.4, 1, -23
- COc1ccc(C)cc1S(=O)(=O)N1CCC(C(=O)N2CCN(C)CC2)CC1
→ 7, 92, 1, -13, 5, 0, 92, -1.6, 2, nt
- COc1cc(NC(=O)COC(=O)/C=C/c2c(C)nn(C3CCS(=O)(=O)C3)c2Cl)cc(OC)c1OC (centres undefined)
→ 5, 90, nt, -33, -3, -7, 78, -0.7, 0, -19

Screens deposited in PubChem BioAssay by several laboratories.
